Screening results as filed in PubChem.
ERG Ets-DNA blk = qHTS for Small Molecule Inhibitors of the ERG Ets/DNA interaction; Transcriptional regulator ERG (Homo sapiens), P11308; fluorescence polarization, His-ERG Ets domain / labelled DNA; Potency, µM (titrated, usually from 76.9 µM), without a hit: at the highest dose FP activity, negative = inhibition, most hits filed as inhibitors; hit rate 0.028% among 370,000; active = well fitted inhibition curve with a large enough effect in the polarisation, with a control signal flat; inconclusive = small, poorly fitted or top-dose-only effect, or effect the other way, or a change in a side signal; inactive = no such curve, though single readings can be large or run the other way; the % refers to the polarisation;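 note: polarization taken with two DNA probes labelled with fluorescein and Texas red; potency is the fitted concentration of half-maximal effect; % of control where 0% means no effect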
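His-tagged ERG Ets domain (1 uM in the protein solution; 300mM KCl, 50mM Tris-HCl, 1mM EDTA, 1mM DTT, pH 7.5) received compound, then a probe mix of 5 nM fluorescein-DNA and 100nM Texas-615-DNA. Fluorescence polarization was read for both dyes.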
JMJD2A Tudor inh = qHTS Assay for Inhibitors of JMJD2A-Tudor Domain. Lysine-specific demethylase 4A (Homo sapiens), O75164. AlphaScreen JMJD2A-Tudor / H3K4me3 peptide binding. Potency, µM (highest dose often 114 µM), for the others: at the highest dose activity change, negative = inhibition, most hits filed as inhibitors. hit rate 4.4% among 390,000. AID 504339, 2011; note: potency is the fitted concentration of half-maximal effect; % is set by controls: 0 for no effect and ±100 for the full control effect; nearly all actives have a fitted effect of over 50% in size
Target sequence (O75164 whole entry, looked up, the tested form may be a part): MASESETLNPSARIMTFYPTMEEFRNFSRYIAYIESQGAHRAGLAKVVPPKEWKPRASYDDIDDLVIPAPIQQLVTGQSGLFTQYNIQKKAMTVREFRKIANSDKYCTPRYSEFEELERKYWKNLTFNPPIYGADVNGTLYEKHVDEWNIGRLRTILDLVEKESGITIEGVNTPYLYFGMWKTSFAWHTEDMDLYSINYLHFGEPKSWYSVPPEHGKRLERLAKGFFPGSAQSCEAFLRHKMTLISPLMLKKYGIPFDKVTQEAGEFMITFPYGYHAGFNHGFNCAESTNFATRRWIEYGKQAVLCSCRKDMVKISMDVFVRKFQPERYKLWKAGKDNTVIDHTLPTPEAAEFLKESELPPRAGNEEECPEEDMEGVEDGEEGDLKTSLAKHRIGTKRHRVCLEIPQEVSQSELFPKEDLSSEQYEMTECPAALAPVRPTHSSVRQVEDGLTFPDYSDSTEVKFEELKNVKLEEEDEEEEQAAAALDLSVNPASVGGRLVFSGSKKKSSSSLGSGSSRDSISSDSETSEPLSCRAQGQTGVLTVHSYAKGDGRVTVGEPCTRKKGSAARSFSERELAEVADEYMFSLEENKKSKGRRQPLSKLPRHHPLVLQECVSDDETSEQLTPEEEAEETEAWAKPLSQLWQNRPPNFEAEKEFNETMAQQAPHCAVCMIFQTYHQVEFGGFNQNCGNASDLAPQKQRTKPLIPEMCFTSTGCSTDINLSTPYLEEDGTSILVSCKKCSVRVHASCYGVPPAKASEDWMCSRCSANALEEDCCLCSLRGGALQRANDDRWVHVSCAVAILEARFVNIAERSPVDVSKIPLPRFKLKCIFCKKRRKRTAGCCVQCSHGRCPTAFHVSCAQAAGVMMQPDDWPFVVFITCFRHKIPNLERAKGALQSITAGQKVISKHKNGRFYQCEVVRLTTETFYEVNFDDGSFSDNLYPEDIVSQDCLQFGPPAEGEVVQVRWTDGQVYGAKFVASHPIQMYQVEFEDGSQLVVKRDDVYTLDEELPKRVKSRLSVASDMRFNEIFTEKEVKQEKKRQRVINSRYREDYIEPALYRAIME
ALOX12 inh = Primary qHTS assay for inhibitors of human arachidonate 12S-lipoxygenase (ALOX12): Round 2; Polyunsaturated fatty acid lipoxygenase ALOX12 (Homo sapiens), P18054; Potency, µM (doses to about 108 µM), for inactives: at the top dose activity change, negative = inhibition, most hits filed as inhibitors; purified 12hLO, xylenol orange hydroperoxide absorbance; hit rate 1.1% among 580,000; note: potency is the fitted concentration of half-maximal effect; % is set by controls: 0 for no effect and ±100 for the full control effect
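Purified human 12hLO (150 nM final) in 25 mM Hepes, 0.01% Triton X-100, pH 7.0 was preincubated 15 min at room temperature with compound. Then 40 uM arachidonic acid was added, 30 min. Hydroperoxide was read by Fe-XO absorbance ratio 573/405 nm.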
GLS inhibitor = qHTS for Inhibitors of Glutaminase (GLS); GLS enzymatic activity, qHTS titration; Potency, µM (highest dose often 45.5 µM), for the others: top-dose activity change, negative = inhibition, most hits filed as inhibitors; hit rate 0.21% among 410,000; AID 624170, 2012; note: potency is the fitted concentration of half-maximal effect; % is set by controls: 0 for no effect and ±100 for the full control effect
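Coupled fluorescence readout: glutamate oxidase/HRP/Amplex Red detect glutamate formed by hKGA from L-glutamine (1 mM solution added). Buffer 45 mM KH2PO4 pH 8.2, 0.02% Tween-20; reads at t0 and 30 min RT.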
PI4K2A block = qHTS for small molecular inhibitors of PI4K2A. Phosphatidylinositol 4-kinase type 2-alpha (Homo sapiens), Q9BTU6. purified PI4K2A, ADP-Glo luminescence, 1 h; hits give low values. activity change, negative = inhibition, % at 76.9 µM. hit rate 0.13% among 420,000. AID 1346378, 2018; in the data active = activity change below about -50%; inconclusive = mostly about -30% to -49%;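 note: -100% = wells without enzyme as full effect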
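In this quantitative HTS, ADP production by PI4K2A was quantified luminescently after 1 h at ambient temperature; 100 microM adenosine served as plate-quality control.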
HP1b binding inh = HTS for Inhibitors of HP1-beta Chromodomain Interactions with Methylated Histone Tails; AlphaScreen HP1-beta / biotin-H3K9me3 peptide binding; Chromobox protein homolog 1 (Homo sapiens), P83916; AID 540317, 2011; hit rate 0.56% among 390,000; Potency, µM (doses to about 114 µM), without a hit: top-dose activity change, negative = inhibition, actives largely listed as inhibitors; note: potency is the fitted concentration of half-maximal effect; nearly all actives have a fitted effect of over 70% in size; inactives centre near 23
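AlphaScreen: HP1-beta (50 nM) preformed 30 min with biotin-H3(1-18)K9me3 peptide (50 nM) in PBS pH 7.4, 0.01% Tween-20. Compound added for 30 min at RT, then streptavidin donor/nickel chelate acceptor beads (10 ug/mL) for 30 min.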
BAZ2B block = qHTS Assay for Inhibitors of BAZ2B. AID 504333, 2011. AlphaScreen BAZ2B-H3K14Ac peptide displacement. Potency, µM (highest dose often 114 µM), inactives show at the top dose activity change, negative = inhibition, most hits filed as inhibitors. Bromodomain adjacent to zinc finger domain protein 2B (Homo sapiens), Q9UIF8. hit rate 4.4% among 360,000; note: potency is the fitted concentration of half-maximal effect; % is set by controls: 0 for no effect and ±100 for the full control effect; nearly all actives have a fitted effect of over 60% in size
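Complex of BAZ2B and biotin-H3K14Ac (50 nM apiece) forms over 30 min at RT, then faces library compounds up to 110 uM for another 30 min; AlphaScreen beads added, 20 min dark incubation, luminescence read.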
G9a block = qHTS Assay for Inhibitors of Histone Lysine Methyltransferase G9a. hit rate 8.8% among 350,000. G9a H3K9 monomethylation, AlphaScreen, 2 h. Potency, µM (titrated, usually from 102 µM), for the others: at the top dose activity, negative = inhibition, most hits filed as inhibitors. Histone-lysine N-methyltransferase EHMT2 (Homo sapiens), Q96KQ7. AID 504332, 2011; note: potency is the fitted concentration of half-maximal effect; % is set by controls: 0 for no effect and ±100 for the full control effect; nearly all actives have a fitted effect of over 75% in size
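Using a bead-based AlphaScreen, monomethylated H3K9 product from 2 h room-temperature reactions (G9a 20 nM, peptide 500 nM, SAM 20 uM) was detected with 0.5 ug/mL rabbit anti-H3K9me1 antibody.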
RGS4 inh = Inhibitors of Regulator of G Protein Signaling (RGS) 4: qHTS; hit rate 0.039% among 390,000; Regulator of G-protein signaling 4 (Homo sapiens), P49798; Transcreener GDP fluorescence polarization, RGS4-accelerated GTP hydrolysis; AID 504845, 2011; Potency, µM (top dose mostly 114 µM), inactives show at the highest dose activity change, negative = inhibition, most hits filed as inhibitors; note: potency is the fitted concentration of half-maximal effect; % is set by controls: 0 for no effect and ±100 for the full control effect; nearly all actives have a fitted effect of over 75% in size; some results filed as inactive show a strong effect at the top dose
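MLSMR compounds (23 nl, pin-transferred) preincubated 10 min at room temperature with a 500nM (2x) first reagent, then RGS4 at 900nM (2x) plus Transcreener GDP mix added; fluorescence polarization (620/688 nm) read before and after 90 min at 30 °C.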
* = called active by the depositor; ? = inconclusive; nt = not tested or not shown; [ ] = dose if it differs, or a comment. Unless noted, calls come from the whole dose curve; as a rule, active = well fitted curve in the direction sought with a large enough effect; inconclusive = small, poorly fitted or top-dose-only effect, or another doubt; inactive = no such curve, though single readings can be large; an effect the other way counts as inactive or inconclusive.

ERG Ets-DNA blk	JMJD2A Tudor inh	ALOX12 inh	GLS inhibitor	mol	PI4K2A block	HP1b binding inh	BAZ2B block	G9a block	RGS4 inh
6%	-10%	-13%	-9%	CCc1ccccc1OCC(=O)Nc1cc(S(=O)(=O)N2CCOCC2)ccc1N1CCCCC1	-1	20%	-7%	-7%[0.501 µM]	2%
5%	-18%[57.1 µM]	0%	5%	COc1cc(C=O)ccc1OCCCOc1ccc([N+](=O)[O-])cc1	-4	34%	-7%	-15%[59 µM]	-8%
0%	-1%	10%	1%	O=C(CSc1nc2ccc([N+](=O)[O-])cc2[nH]1)NC1CCCC1	-4	33%	-22%	-27%	-38%
2%	-7%	-8%	1%	O=C(Nc1ccccc1)c1nn(-c2cccc(C(F)(F)F)c2)ccc1=O	5	6%	-9%	-5%	-3%
-15%	-32%	-5%	1%	CCc1ccc(CN2CCCC(C(=O)Nc3ccc(-c4cscn4)cc3)C2)o1 (stereo not drawn)	-6	11%	-17%	nt	-8%
-1%	2%	0%	16%	CCCCOc1ccc(OC(=O)Nc2cc(Cl)ccc2OC)cc1	1	101%[activator]	-16%	15%[12.7 µM]	-13%
3%	-30%	?	8.9µM*	O=C(O)c1ccc(N/N=C/c2cc(Br)cs2)cc1	-5	-8%	-34%	-48%	21%
15%	1%	-14%	3%	Cc1ccc(NC(=O)Cc2nc(COC(=O)Cc3cccc(C(F)(F)F)c3)cs2)cc1	8	35%	-1%	-18%	-33%
-2%	-7%	5%	5%	COc1cc(OC)c(NC(=O)Cn2c(=O)cc(C(F)(F)F)c3c(C)nn(C)c32)cc1Cl	1	50%[activator]	5%	9%[59 µM]	-21%
1%	19%	-10%	0%	CCC(=O)Nc1ccccc1C(=O)OCc1ccc(C(=O)c2ccccc2)cc1	-9	70%[activator]	-16%	105%[activator]	23%
nt	-10%	?	4%	O=C(COC(=O)Cc1cccc(C(F)(F)F)c1)NCC1CCCO1 (stereo not drawn)	-1	20%	5%	?	8%
5%	14%	2%	-12%	Cn1ncc(Cl)c1C(=O)NCc1ccc2c(c1)OCO2	2	36%	-2%	nt	-23%
1%	-5%	-12%	-4%	COc1cccc(/C=C/C(=O)OCC(=O)Nc2ccc(Cl)c(S(=O)(=O)N(C)C)c2)c1	1	35%	-25%	9%	-11%
-9%	0%	-15%	0%	CCOc1ccc(/C=N/n2c(SC)nnc(C(C)(C)C)c2=O)cc1	8	46%[activator]	-1%	-5%[59 µM]	15%
8%	-9%	-16%	-15%	CCOc1ccc(C(=O)NCCc2sc(-c3ccc(F)cc3)nc2C)cc1	2	48%[activator]	-2%	8%[59 µM]	-8%
15%	-11%	15%	1%	CC(=O)NCCc1nc2ccccc2n1Cc1cccc(C)c1	0	-7%	-20%	1%	-13%
-12%	-8%	?	1%	Clc1cccc(-c2nnc(SC/C=C/c3ccccc3)n2Cc2ccco2)c1	0	43%	4%	-29%[59 µM]	?
7%	?	-11%	2%	CCN1CCCC1CNC(=O)c1cc(COc2ccc(C)c(C)c2)on1 (stereo not drawn)	-4	16%	-15%	6%	8%[56.9 µM]
-5%	-12%	?	10%	O=C(NCC1CC1)Nc1cccs1	-6	31%	-18%	?	21%
7%	0%	-5%	4%	Cc1cc(C(=O)CSc2nc(N)cc(=O)[nH]2)ccc1F	-1	21%	1%	18%[2.33 µM]	2%
-2%	-10%	36%[activator]	8%	CCCS(=O)(=O)N1CCC(C(=O)N2CCN(C(=O)OCC)CC2)CC1	9	25%	-3%	7%[12.7 µM]	3%
3%	-6%	-33%	6%	COC(=O)c1sccc1NC(=O)/C=C/c1ccc(Cl)cc1Cl	-1	9%	1%	31%[activator][59 µM]	29%
26%	-17%	-1%	8%	COc1cccc(/C=C/c2n[nH]c(=O)c(C#N)c2C)c1	10	4%	-1%	?	24%
6%	-8%	-16%	0%	Cc1cc(C)c2nc(SCC(=O)NCC3CCCO3)c(C#N)cc2c1 (stereo not drawn)	-5	11%	?	-29%	0%
-7%	0%	6%	-7%	Cc1ccc(Cl)cc1N1CCN(C(CC(C)C)c2nnnn2CC2CCCO2)CC1 (stereo not drawn)	6	22%	-28%	-24%[12.7 µM]	-9%
5%	-14%	-5%	2%	O=C(COc1ccc([N+](=O)[O-])cc1Cl)N1CCc2ccccc21	-11	10%	nt	nt	19%
-10%	-9%	?	8%	CCN(C(=O)COC(=O)c1c2c(nc3ccccc13)/C(=C/c1ccccc1)CC(C)C2)C1CCS(=O)(=O)C1 (stereo not drawn)	4	35%	0%	-15%[59 µM]	22%
0%	?	-21%	-1%	Cc1cccc(N2C(=O)/C(=C\c3ccc(OC(F)F)cc3)c3ccccc3C2=O)c1	-16	-20%	?	-14%[59 µM]	-19%
-1%	-2%	0%	-5%	N#CC1=C(N)OC2=C(C(=O)CCC2)C1c1ccncc1 (stereo not drawn)	0	49%	5%	-5%[59 µM]	-4%
1%	-13%	8%	14%	CN(C)S(=O)(=O)N(CC(=O)Nc1ccccc1)c1ccccc1	-2	15%	5%	-5%[59 µM]	-41%
7%	1%	-19%	2%	CCCCC(=O)NC(c1ccccc1Cl)c1c(O)ccc2ccccc12 (stereo not drawn)	-3	-4%	11%	22%[59 µM]	-6%
9%	-12%	23%	-1%	CC(=O)Cc1nsc(NC(=O)c2cc(-c3cccc(C(F)(F)F)c3)oc2C)n1	2	8%	9%	21%[59 µM]	18%
0%	4%	1%	-1%	Cn1c(-c2cc3ccccc3oc2=O)nc2ccccc21	-1	49%[activator]	11%	nt	15%
5%	-18%[11.4 µM]	13%	?	CC(=O)c1ccc(NC(=O)C(Cc2ccccc2)n2cccc2)cc1 (stereo not drawn)	-3	7%	-36%	?	-5%[11.4 µM]
-1%	-28%	-12%	3%	CN(C)C1=NC[C@H](Cc2ccccc2)N1CCCCc1ccccc1	0	27%	0%	1%[2.33 µM]	-8%
-7%	4%	-4%	-2%	Cc1cc(C)n2nc(CC(=O)NC3CCCCCC3)nc2n1	-3	35%	-5%	16%[59 µM]	6%
nt	-34%	-7%	4%	O=C(O)CSc1ncccc1C(=O)O	0	10%	-28%	?	4%
3%	5%	144%[activator]	0%	COc1ccc(S(=O)(=O)N[C@@H](Cc2ccccc2)C(=O)N2CC[C@@]3(O)CCCC[C@H]3C2)cc1	5	3%	-3%	12%	-10%
0%	-11%	-16%	0%	O=C1N=C(N2CCCCC2)SC1=C1CCCC1	-2	13%	-4%	10%[59 µM]	1%
3%	-20%[57.1 µM]	-11%	-12%	Cc1cc(C)c(NC(=O)CS(=O)CC(=O)NC2CCCc3ccccc32)c(C)c1 (stereo not drawn)	-4	-4%	-1%	12%[59 µM]	-1%[56.9 µM]
-1%	-15%	-2%	-1%	O=C(Nc1ccccc1Cl)C1CCN(c2nc3ccccc3[nH]2)CC1	4	19%[57 µM]	2%	-1%[59 µM]	24%
0%	-7%	-4%	9%	Cc1c(CC(=O)O)c(=O)oc2c(C)c(OCc3ccccc3)ccc12	2	37%	4%	3%	2%
-20%	?	-17%	-11%	COc1cc(CNC(=O)c2ccc3c(c2)c(C)c(C)n3Cc2cccc(C)c2)cc(OC)c1OC	0	20%	?	-48%[59 µM]	9%
11%	10µM*	-29%	?	Oc1ccc(F)c2cccnc12	-29	-18%	16µM*	-4%[59 µM]	?
-1%	-5%	nt	1%	CCN(c1cccc(C)c1)S(=O)(=O)c1cc2c3c(c1)CCN3C(=O)CC2	3	23%	-22%	-32%	17%
5%	5µM*	?	nt	Cc1ccc(-n2c(-c3cccnc3)n[nH]c2=S)c(C)c1	1	10%	4%	1.6µM*	20%
1%	-6%	1%	2%	Cc1noc(C)c1C(=O)NC(C)c1ccc2c(c1)OCO2 (stereo not drawn)	3	38%	-1%	?	1%
-13%	-11%	3%	1%	CC(=O)N1N=C(c2ccccc2)CC1c1cccs1 (stereo not drawn)	4	47%[activator]	2%	-10%	-12%[56.9 µM]
-2%	-13%	-3%	5%	COCCNC(=O)C1CC(c2ccccc2[N+](=O)[O-])=NO1 (stereo not drawn)	5	-1%	-3%[57.1 µM]	4%	23%
-7%	-9%	-7%	7%	COc1ccccc1-c1nnc(N)s1	3	20%	-11%	-29%	7%
-6%	-31%	-35%	10%	O=C1C(=Cc2cccs2)C(=O)c2ccccc21	?	-5%	-30%	-45%[59 µM]	14%

Complete entries, quoted from the list. Screens in order: ERG Ets-DNA blk | JMJD2A Tudor inh | ALOX12 inh | GLS inhibitor | PI4K2A block | HP1b binding inh | BAZ2B block | G9a block | RGS4 inh
`COCCNC(=O)C1CC(c2ccccc2[N+](=O)[O-])=NO1` (stereo not drawn) as listed: -2% | -13% | -3% | 5% | 5 | -1% | -3%[57.1 µM] | 4% | 23%
`CC(=O)N1N=C(c2ccccc2)CC1c1cccs1` (stereo not drawn) as listed: -13% | -11% | 3% | 1% | 4 | 47%[activator] | 2% | -10% | -12%[56.9 µM]

Only part of the results is shown; the hit share may differ from the screen's.
